High-throughput results from PubChem BioAssay.
WRN inhibitor: WRN helicase (human) inhibition; WRN helicase unwinding, fluorescent forked duplex, kinetic; 360,000 tested, 0.46% active; Q14191; Potency, µM (highest dose often 114 µM), for inactives: top-dose activity change, negative = inhibition, usual class: inhibitors; further: potency means the concentration at half of the fitted maximal effect; on the % scale 0 is the no-effect control and ±100 the full control effect; nearly all actives have a fitted effect of over 55% in size
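Kinetic fluorescence helicase assay: unwinding of a quenched forked DNA duplex (100 nM final) with 2 mM ATP final raises red fluorescence (525/598 nm). Compounds sat 15 min at room temperature with 20 nM WRN beforehand.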
GLP-1R inv ag: GLP-1 receptor (human) inverse agonism | 410,000 tested, 1.6% active | Potency, µM (titrated, usually from 38.3 µM), for the others: top-dose activity change, negative = inhibition, hits mostly inhibitors | AID 624417 | HEK293 GLP-1R CRE-luciferase, luminescence, 24 h; GLP-1R form is constitutively active; further: potency means the concentration at half of the fitted maximal effect; on the % scale 0 is the no-effect control and ±100 the full control effect; nearly all actives have a fitted effect of over 55% in size
Target sequence (P43220 whole entry, looked up): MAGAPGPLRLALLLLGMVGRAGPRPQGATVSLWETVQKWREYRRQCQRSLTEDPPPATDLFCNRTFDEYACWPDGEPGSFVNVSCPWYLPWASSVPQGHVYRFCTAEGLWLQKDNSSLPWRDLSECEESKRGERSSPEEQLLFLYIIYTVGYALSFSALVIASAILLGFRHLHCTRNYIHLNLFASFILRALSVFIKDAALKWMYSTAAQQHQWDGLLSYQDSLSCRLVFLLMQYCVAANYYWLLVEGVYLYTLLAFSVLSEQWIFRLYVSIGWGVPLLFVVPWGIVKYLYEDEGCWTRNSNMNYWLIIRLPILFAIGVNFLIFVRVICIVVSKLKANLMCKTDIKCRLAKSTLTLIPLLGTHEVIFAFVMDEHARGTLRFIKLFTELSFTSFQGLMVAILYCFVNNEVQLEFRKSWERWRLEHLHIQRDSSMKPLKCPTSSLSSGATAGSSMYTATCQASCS
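Using stably transfected HEK293 (constitutively active GLP-1R, cAMP-luciferase reporter), compounds were incubated 24 hr and luciferase measured by luminescence.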
IL-2 act: activates IL-2 in a cell-based reporter assay; IL-2 activation reporter assay, cell-based qHTS; stimulated with anti-CD3/CD4/CD28 beads; in transgenic mouse T cells; activation, % (series mostly up to about 46 µM); 360,000 tested, 0.065% active; in the data active means activation above about 50%; inconclusive means mostly about 30% to 49%; further: 0% is about no effect
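Readout is EGFP and DsRed signal by fluorescent plate cytometry after 18 h at 37 degrees C. Transgenic mouse T cells (750/well) received compound for 60 min before bead stimulation (anti-CD3, anti-CD4, anti-CD28); memory T cells served as non-tolerant control.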
HEK293 tox: cytotoxicity in counter-screen for GLP-1R inverse agonists; HEK293 cAMP-luciferase reporter cells, luminescence, 24 h; Potency, µM (doses to about 38.3 µM), for the others: at the highest dose activity change, negative = inhibition, most hits filed as inhibitors; 410,000 tested, 0.13% active; AID 624418;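 further: loss of luciferase light is scored as toxicity; potency means the concentration at half of the fitted maximal effect; on the % scale 0 is the no-effect control and ±100 the full control effect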
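Luminescence readout: signal drop marks cytotoxicity. Plated cells grew 12 h at 37 °C, 5% CO2, received 23 nL compound for 24 h, then got luciferase reagent, read after 12 min at RT.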
PI5P4Ka inh: inhibitors of human PI5P4K alpha. P48426. PI5P4Kalpha enzyme, ADP-Glo luminescence, 60 min; active compounds read low. max response, %. 330,000 tested, 1.2% active. AID 652105; active means max response of -50% or lower; inconclusive means between -30% and -50%; inactive means -30% or higher; further: value at the top dose of about 77 µM; on the % scale 0 is the no-effect control and ±100 the full control effect
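Compounds were pin-transferred onto PI5P4Kalpha and substrate in HEPES pH 7.4 buffer with EGTA, CHAPS and 5% DMSO. ATP (5 microM final) started the reaction, which ran 60 minutes at room temperature before ADP-Glo detection.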
D3 ag: D3 dopamine receptor (human) agonism. P35462. D3R DiscoveRx beta-arrestin cells, luminescence, 90 min. max activation, %. 410,000 tested, 0.58% active; in the data active means max activation above about 30%; further: 0% is about no effect; mostly tested at two doses, the higher about 12 µM
Target sequence (P35462 whole entry, looked up): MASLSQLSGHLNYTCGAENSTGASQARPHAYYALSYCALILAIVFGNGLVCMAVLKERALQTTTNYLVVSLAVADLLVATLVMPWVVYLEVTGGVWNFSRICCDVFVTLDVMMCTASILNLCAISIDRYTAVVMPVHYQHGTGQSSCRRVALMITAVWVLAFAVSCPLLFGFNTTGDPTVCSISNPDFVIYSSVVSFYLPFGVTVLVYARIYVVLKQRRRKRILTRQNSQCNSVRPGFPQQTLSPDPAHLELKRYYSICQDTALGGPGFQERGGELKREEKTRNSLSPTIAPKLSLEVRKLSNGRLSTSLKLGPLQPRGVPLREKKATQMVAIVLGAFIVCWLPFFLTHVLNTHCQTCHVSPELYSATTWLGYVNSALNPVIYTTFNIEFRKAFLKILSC
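Agonist mode: compounds and dopamine controls were applied to plated cells for 90 min at 37 degrees C after an overnight attachment at 1500 cells/well. Luminescent read-out followed 30 - 60 minutes at room temperature with DiscoveRx detection reagent.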
PLK1 PBD block: inhibitors of human PLK1 polo-box domain binding | Plk1 PBD binding of FITC phosphopeptide, fluorescence polarization | AID 720504 | Potency, µM, without a hit: max response, negative = inhibition, actives largely listed as inhibitors | P53350 | 360,000 tested, 2.8% active; further: potency means the concentration at half of the fitted maximal effect; series mostly up to about 57 µM; on the % scale 0 is the no-effect control and ±100 the full control effect; nearly all actives have a fitted effect of over 65% in size
DRD3 antagonist: antagonists of human D3 dopamine receptor; P35462; D3R cells, DiscoveRx beta-arrestin luminescence, antagonist mode; active compounds read low; max response, negative = inhibition, %; 360,000 tested, 2.5% active; AID 652054; in the data active means max response below about -50%; inconclusive means no clear call, values can overlap the other calls; further: on the % scale 0 is the no-effect control and ±100 the full control effect; mostly tested at two doses, the higher about 12 µM
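Cells expressing the human receptor were seeded at 1500 cells/well, incubated overnight at 37 degrees C in 5% CO2, then exposed to library compounds with dopamine controls for 90 minutes at 37 degrees C before luminescent detection.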
GLP1R ag: activates the human GLP-1 receptor. 380,000 tested, 0.007% active. P43220. Potency, µM (titrated, usually from 45.6 µM), for inactives: at the highest dose activation, usual class: activators. HEK293 GLP-1R CRE-luciferase, luminescence, 4-6 h; cells express a hypersensitive GLP-1R form. AID 624172; further: potency means the concentration at half of the fitted maximal effect; % of control where 0% means no effect
An asterisk follows results filed as active; ? = inconclusive; . = no result given; & = joins results of further samples; [ ] = another dose, or the depositor's remark. Unless noted, the call rests on the fitted dose curve; in most records, active means well fitted curve in the direction sought with a large enough effect; inconclusive means small, poorly fitted or top-dose-only effect, or another doubt; inactive means no such curve, though single readings can be large; an effect the other way counts as inactive or inconclusive.

SMILES	WRN inhibitor	GLP-1R inv ag	IL-2 act	HEK293 tox	PI5P4Ka inh	D3 ag	PLK1 PBD block	DRD3 antagonist	GLP1R ag
Cc1cc(NC(=O)c2ccc(F)cc2)ccc1NC(=O)c1ccco1	-26%	-3%	-2.4	11%	0	1	-1%	-100*	14%
CCc1ccc(C(=O)COC(=O)C(Cc2ccccc2)NC(=O)C2CCC(C)CC2)cc1 (stereo unspecified)	1%	-6%	2.4	1%	4	3	-6%	-1	1%
Cn1ncc2c(NCCO)nc(Cl)nc21	-18%	38%[activator]	-1.1	0%	5	2	2%	-12	0%
COc1ccc(Sc2ncnc3onc(C)c23)cc1	-4%	11%	1.1	4%	-5	-1	-13%	-16	-7%
COc1ccccc1C(=O)n1nc(-c2ccccc2)nc1N	-3%	11%	0.9	-15%	-6	-5	-9%	0	19%
CN(c1ccccc1)S(=O)(=O)c1nnc(NC(=O)C2CCCCC2)s1	-2%	-19%&4%	-2.9	4%&-1%	-1	-2&-2	-14%	-12	-4%
O=C(CCC(=O)Nc1ccc(F)cc1)N/N=C/c1cccs1	13%	0%	1.0	-6%	-15	0	1%	2	-3%
COc1ccc(Nc2oc(COc3ccc(C)cc3)nc2C#N)cc1	-12%	?	-0.6	-19%	4	5	-1%	1	11%
COc1ccccc1C(=O)N/N=C/c1cnc2ccccc2n1	-5%[57.1 µM]	0%	0.1	4%[1.53 µM]	-5	0	-2%	23	12%
COc1ccc(OC)c(N(CC(=O)NC2CC2)S(=O)(=O)c2ccc(C)cc2)c1	-1%	4%	-2.8	2%	.	1	-3%	-10	-1%
CSc1ccc(/C=N/n2c(COc3ccccc3)n[nH]c2=S)cc1	-1%[57.1 µM]	1%	-0.7	-7%	-2	-10	34µM*	?	5%
COc1ccc2oc(=O)c(C(=O)NCc3ccccc3)cc2c1	6%	0%	0.4	-13%	-2	-2	-3%	-19	12%
Cc1nc2c(c(C)nn2-c2ccccc2)c(C)c1CCC(=O)Nc1ccc(CN2CCCC2)cc1	17%	?	-0.3	?	2	-13	4%	-18	11%
O=C(CSc1ncn[nH]1)Nc1nnc(-c2ccccc2)s1	-6%	6%	-1.7	4%	-4	-3	-3%	-28	2%
O=C(Nc1cccc(Oc2ccccc2)c1)C1Cc2c(-c3ccco3)ccnc2O1 (stereo unspecified)	-8%	?	-0.3	-10%	-10	-2	-6%	0	-2%
O=C(CCS(=O)(=O)c1ccc(Br)cc1)NC1CCCCCC1	-13%[11.6 µM]	-10%	-0.3	-3%	1	-7	?	-2	-1%
Cc1ccc(NC(=O)CCn2cnc3ccccc3c2=O)c(C)c1	14%	-10%[7.66 µM]	-0.5	-1%[7.66 µM]	2	1	-13%	-17	0%
Cc1cc(C)c(NC(=O)CSc2nc3ccncc3[nH]2)c(C)c1	-5%	-1%&2%	-3.3	-18%&-2%	0	2&-6	-11%	14	6%
c1csc(-c2noc(CN3CCN4CCCC4C3)n2)c1 (stereo unspecified)	8%[57.1 µM]	1%	0.2	-4%	4	-9	5%	?	-2%
O=C(Nc1cc(C(F)(F)F)ccc1Cl)c1cc2nc3c(c(C(F)(F)F)n2n1)CCCC3	-7%	-11%	0.3	5%	-11	1	-5%	-13	-14%
CCOc1cc(N2CCOCC2)c(OCC)cc1NC(=O)CN1C(=O)N(C)C2(CCCCC2)C1=O	2%	10%	-0.5	1%	-3	1	-10%	-3	10%
COc1cccc(NC(=O)C2(C)CCN2Cc2ccccc2OC(F)F)c1 (stereo unspecified)	-3%[57.1 µM]	?	1.0	-4%	4	-2	7%	17	22%
CCCc1ccc(C(=O)CN2C(=O)C(=O)N(C3CCCC3)C2=O)cc1	5%	16%	1.5	2%	2	0	-8%	2	7%
Oc1ccccc1C=NCC(O)c1ccccc1 (stereo unspecified)	-28%[57.1 µM]	9%	0.5	5%[1.53 µM]	-4	1	-2%	-5	-8%
CC(=O)N1CCN(C(=S)NC(=O)c2ccc(F)cc2)CC1	-23%	-2%	-0.5	3%	0	-1	-10%	-3	4%
NC(=O)COC(=O)c1ccccc1Nc1ccc(SC(F)F)cc1	-13%	?	-5.4	-3%	11	-22	-15%	0	7%
O=C(CCC(=O)c1ccc(F)cc1)NCC1(N2CCCCC2)CCCCC1	-9%	-2%	-0.3	4%	-1	-12	-2%	-88*	-1%
CNC(=O)CSc1nnc(-c2cccnc2)n1CCc1ccccc1	-15%	7%	-0.3	26%	13	1	-8%	-23	0%
Cc1ccc(N2CC(C(=O)Nc3nnc(SCC(=O)NCC4CCCO4)s3)CC2=O)cc1 (stereo unspecified)	-2%	4%	-2.1	1%	-4	-1	-13%	-3	-4%
COc1cc(C(=O)N/C(=C\c2cn(C)c3ccccc23)C(=O)NCCN2CCOCC2)cc(OC)c1OC	-6%	17%	-2.7	-22%	-1	-5	-18%	-7	-3%
COc1ccccc1N1CCN(C(=O)c2ccc3noc(-c4ccccc4)c3c2)CC1	2%	16%	0.3	1%	?	1	-4%	34	-6%
COc1ccc(-c2nc(Cn3c(SCc4ccccc4F)nc4ccncc43)c(C)o2)cc1	-15%[57.1 µM]	-2%	-2.4	2%	1	-6	4%&-12%	-21	16%
Cc1cc(Cl)c(OCCCSc2nc(C)cc(=O)[nH]2)c(Br)c1	-7%	8%	1.9	11%	.	41*	0%	20	14%
CCOC(=O)C1CCN(C(=O)CCS(=O)(=O)c2cc3c(cc2Cl)NC(=O)CO3)CC1	.	3%	.	-1%	.	6	.	.	-2%
COC(=O)c1c(NC(NC(=O)C(C)C)C(Cl)(Cl)Cl)sc2c1CCCC2 (stereo unspecified)	15%	14%	1.3	3%	1	-11	4%	-6	-5%
COC(=O)c1ccc(N2C(=O)CC(N3CCN(c4ccccc4)CC3)C2=O)cc1 (stereo unspecified)	-1%	21%	0.7	-14%	-3	-1	-4%	0	-3%
CCCCn1c(SCC(=O)N(CC)C2CCS(=O)(=O)C2)nc2cc(S(N)(=O)=O)ccc21 (stereo unspecified)	-2%	42%[activator]	0.1	-1%	2	-1	-11%	-13	3%
CC1=C(C)C(OCCBr)N(c2cc(O)c(Cl)cc2F)C1=O (stereo unspecified)	14%	?	-0.4	-2%	3	-2	-6%	14	10%
CN1CCN(C(=O)C2=C[C@@H](C3CCCCC3)C[C@@H](OCCCCO)O2)CC1	7%	3%	0.0	-8%	6	-3	-5%	-24	-9%
Cc1c(Cl)ccc2c(C(=O)NCCCn3nccc3C)cc(-c3ccccn3)nc12	-19%	?	-6.4	-4%	-8	4	-5%	4	0%
Cc1ccc(NC(=O)c2oc3ccc(S(=O)(=O)N4CCOCC4)cc3c2C)cc1C	4%	0%	0.9	-16%	.	12	-3%	30	-1%
CC1CCN(S(=O)(=O)c2ccc(C(=O)NC3CCS(=O)(=O)C3)cc2)CC1 (stereo unspecified)	-5%	3%	0.1	-9%	-2	-2	-3%	11	2%
COc1ccc(OC)c(C(=O)NC(CC(N)=O)c2ccc(NCCOc3ccccc3)c([N+](=O)[O-])c2)c1 (stereo unspecified)	-7%	4%	-0.8	8%	-9	-3	-5%	-23	-1%
Cc1ccc(S(=O)(=O)N(C)Cc2nc(-c3ccncc3)no2)cc1	5%	0%	0.3	8%	5	0	-2%	12	-1%
COc1cc2c(cc1OC)CN(C(=O)CSc1nc(C)cc(C)c1C#N)CC2	-6%	10%	0.4	-32%	1	-10	-15%	5	7%
CCn1c(=O)n(CC(=O)NCc2ccco2)c(=O)c2ccccc21	2%	2%	0.8	7%	-11	-7	-3%	-25	12%
Cc1cc(=O)oc2cc(OCC(=O)NCC3CCC(C(=O)O)CC3)ccc12 (stereo unspecified)	-9%	4%	-0.5	0%	-2	4	6%	39	-2%
O=S(=O)(c1ccc(NC(=S)NN=C(C2CC2)C2CC2)cc1)N1CCOCC1	-1%	2%	-0.7	-8%	-68*	-5	-26%	-3	9%
Cn1c(=O)c2c(nc(SCC(=O)c3ccc(F)cc3)n2C)n(C)c1=O	4%	10%	-2.0	21%	-3	6	-8%	8	4%
Cc1ccc2c(c1)nnn2C1CCN(C(=O)c2cccs2)CC1	6%	-24%	0.2	-1%	-3	-6	-11%	-12	2%
Cc1c(C)c(C)c2[nH]c(-c3ccc4c(c3)OCO4)nc2c1C	-5%	?	-5.6	-16%	-9	1	-2%	9	-2%
Cc1ccc(CNC(=O)c2cccc3c2C(=O)c2ccc(N4CCCCC4)cc2S3(=O)=O)cc1	50µM*	4%	?	-12%	0	-7	-22%	43	5%
O=c1cc(O)c2c(=O)n(Cc3ccccc3)c3ccccc3c2o1	?	-27%	0.5	-7%	-20	-5	-18%	-15	4%
CCOC(=O)c1cc2c(=O)c3cc(C)ccc3oc2nc1C	56µM*	29%	-0.4	4%	?	1	5.3µM*	6	15%
COc1ccc(CCNc2nc(-c3ccc(NC(C)=O)cc3)cs2)cc1OC	-6%	2%[0.307 µM]	-0.2	4%[0.307 µM]	-7	3	-15%	14	-12%
Cc1ccc(-c2nc(N/N=C/c3cccnc3)c3ccccc3n2)cc1	-21%	10%	-3.4	13%	.	3	-9%	9	-6%
O=c1[nH]cccc1-c1nc2ccccc2n1Cc1ccc(Cl)cc1	0%	?	-0.3	-31%	-3	7	-5%	32	2%
COc1ccc(CCNC(=O)CN2CCC(C(N)=O)CC2)cc1	-6%	23%	3.4	19%	4	3	-6%	4	-1%
Cc1nc(Nc2ccc(C(=O)O)cc2)nc(Nc2ccc(C(=O)O)cc2)c1[N+](=O)[O-]	-21%[11.6 µM]	12%	1.3	-2%	-56*	-2	-29%	-21	-1%
O=C(O)c1cccnc1Oc1ccccc1	0%	2%	-0.2	9%	-6	2	-5%	6	-1%
C=CCNC(=O)c1c(Cl)cnn1-c1ccc(C)cc1	-2%	-16%	0.8	2%	-4	6	6%	3	15%

Taken from above.
O=c1[nH]cccc1-c1nc2ccccc2n1Cc1ccc(Cl)cc1 in IL-2 act reads -0.3
O=S(=O)(c1ccc(NC(=S)NN=C(C2CC2)C2CC2)cc1)N1CCOCC1 in IL-2 act reads -0.7
